Compound activity as filed in PubChem.
NPSR antagonist: blocks cAMP signaling of the human neuropeptide S receptor | Q6W5P4 | CHO-NPSR cells, cAMP TR-FRET, antagonist mode | Potency, µM (series often up to 38.3 µM), without a hit: at the top dose activity change, negative = inhibition, actives largely listed as inhibitors | actives 1% (n = 220,000); note: potency is the fitted concentration of half-maximal effect; % is set by controls: 0 for no effect and ±100 for the full control effect; nearly all actives have a fitted effect of over 50% in size; many of its hits are not listed in these tables
Target sequence (Q6W5P4 whole entry, looked up): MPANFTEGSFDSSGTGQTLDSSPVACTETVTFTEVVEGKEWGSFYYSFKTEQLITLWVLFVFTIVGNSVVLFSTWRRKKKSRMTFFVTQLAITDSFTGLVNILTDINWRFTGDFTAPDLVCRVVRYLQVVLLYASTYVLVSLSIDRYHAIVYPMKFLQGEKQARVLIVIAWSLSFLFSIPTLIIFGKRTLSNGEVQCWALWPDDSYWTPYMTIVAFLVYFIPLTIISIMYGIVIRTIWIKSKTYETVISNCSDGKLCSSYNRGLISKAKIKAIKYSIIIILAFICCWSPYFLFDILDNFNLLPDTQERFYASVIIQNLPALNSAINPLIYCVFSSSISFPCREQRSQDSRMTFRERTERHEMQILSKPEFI
IMPase Li cell: membrane-permeable IMPase blocker, potentiated with lithium; CHO-M1 cells, IP1 TR-FRET (IP-One), carbachol + lithium; Potency, µM (highest dose often 59.4 µM), for inactives: at the top dose activity, negative = IMPase inhibition, usual class: inhibitors; actives 0.35% (n = 210,000);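 note: IP1 builds up when IMPase is blocked and the TR-FRET signal falls; potency is the fitted concentration of half-maximal effect; plate controls were basal vehicle for no effect and high inhibitor control for full effect; nearly all actives have a fitted effect of over 50% in size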
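CHO cells stably expressing M1 receptor (2000/well, cultured 16–30 h) treated 30 min at 37C with compound plus low lithium. Cytosolic IP1 by TR-FRET (665/620 ratio and 620 channel) after 10 min lysis; AC50 by Hill fit.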
aGal spleen mod: inhibits or activates alpha-galactosidase in human spleen homogenate | Potency, µM (top dose mostly 80 µM), for the others: top-dose activity change, negative = inhibition, actives largely listed as inhibitors | human spleen homogenate, 4MU-alpha-Gal fluorescence, 40 min | actives 0.008% (n = 240,000) | P06280 | AID 2107;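 note: potency is the fitted concentration of half-maximal effect; 0% = enzyme with vehicle and -100% = no enzyme basal signal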
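qHTS titration in buffer at pH 5.0. Alpha-galactosidase activity in spleen homogenate was measured via 4-methylumbelliferone release from 1 mM fluorogenic substrate after 40 min at 37C and a pH 10 stop. AC50 came from Hill fits of control-normalized data.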
Epigenetic derep: epigenetic control regulation, reporter derepression; murine LDR cells, GFP reporter derepression, 30 h; Potency, µM (top dose mostly 53.9 µM), inactives show at the top dose GFP activation, actives largely listed as activators; actives 0.2% (n = 280,000); AID 1865; note: potency is the fitted concentration of half-maximal effect; % of control where 0% means no effect; nearly all actives have a fitted effect of over 60% in size
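Derepression of a silenced CMV-GFP reporter in murine LDR cells is scored by enumerating GFP-positive cells with a laser-scanning microplate cytometer after 30 hours of treatment at 37 C.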
CBFb-RUNX1 inh: blocks binding between human CBF-beta and RUNX1. Potency, µM (highest dose often 59.8 µM), for the others: at the highest dose activity, negative = inhibition, most hits filed as inhibitors. AlphaScreen CBFb-His/RUNX1-biotin binding, biochemical. Q01196+Q13951. 230,000 tested, under 10 active; note: % of control where 0% means no effect
Target sequence (Q01196 whole entry, looked up): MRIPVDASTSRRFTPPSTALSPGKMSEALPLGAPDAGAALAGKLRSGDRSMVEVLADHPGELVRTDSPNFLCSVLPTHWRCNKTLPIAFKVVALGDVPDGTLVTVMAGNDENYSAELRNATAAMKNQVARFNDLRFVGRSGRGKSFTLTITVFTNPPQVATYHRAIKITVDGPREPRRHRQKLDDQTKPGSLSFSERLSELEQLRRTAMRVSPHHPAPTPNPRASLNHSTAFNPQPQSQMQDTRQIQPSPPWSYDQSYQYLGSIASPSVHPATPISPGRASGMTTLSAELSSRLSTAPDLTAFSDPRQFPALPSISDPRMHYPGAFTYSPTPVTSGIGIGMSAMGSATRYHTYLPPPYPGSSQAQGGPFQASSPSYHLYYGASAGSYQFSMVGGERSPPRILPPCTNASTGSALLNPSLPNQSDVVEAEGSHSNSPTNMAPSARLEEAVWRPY
Target sequence (Q13951 whole entry, looked up): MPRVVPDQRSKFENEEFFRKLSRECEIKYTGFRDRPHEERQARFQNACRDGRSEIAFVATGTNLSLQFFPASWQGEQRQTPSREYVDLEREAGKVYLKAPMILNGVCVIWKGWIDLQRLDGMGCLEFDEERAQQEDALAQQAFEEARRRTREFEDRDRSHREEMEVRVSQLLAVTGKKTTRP
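Proteins preincubated together for 20 min at RT before compound addition; 15 min later, nickel and streptavidin beads were added and left 90 min prior to AlphaScreen measurement.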
Lamin A splicing: LMNA splicing modulation. HeLa LMNA splicing GFP/RFP minigene ratio, 48 h. AID 1487. actives 0.01% (n = 200,000). Potency, µM (highest dose often 46.1 µM), inactives show at the top dose ratio change, negative = inhibition, most hits filed as inhibitors; active = well fitted inhibition curve with a large enough effect in the signal ratio, with a control signal flat, not every such curve was filed as active; inconclusive = small, poorly fitted or top-dose-only effect, or effect the other way, or a change in a side signal; the % refers to the signal ratio; note: potency is the fitted concentration of half-maximal effect; % is set by controls: 0 for no effect and ±100 for the full control effect
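Read-out is the ratio of GFP to DsRed2 object intensity, acquired by 488 nm laser-scanning cytometry on HeLa lamin A-EGFP minigene reporter cells. Compound incubation 48 hrs at 37 °C in Opti-MEM with 2% FBS; DMSO 0.5% final.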
Luc counter: blocks Kinase-Glo luciferase, a counter-screen artifact. Kinase-Glo luciferase, ATP luminescence, 8 min. Q27757. Potency, µM (titrated, usually from 38.3 µM), inactives show at the top dose activity change, negative = inhibition, actives largely listed as inhibitors. actives 0.28% (n = 200,000); note: potency is the fitted concentration of half-maximal effect; % is set by controls: 0 for no effect and ±100 for the full control effect; nearly all actives have a fitted effect of over 60% in size
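Compounds were added to a substrate mix at pH 7.2 (50 mM imidazole, 10 uM ATP, within the enzyme's linear range), followed by Kinase-Glo detection reagent; luminescence was measured after 8 minutes at ambient temperature.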
The depositor's hits bear a star; ? = inconclusive; . = no result given; & = joins results of further samples; [ ] = dose if it differs, or a comment. Unless noted, calls come from the whole dose curve; as a rule, active = well fitted curve in the direction sought with a large enough effect; inconclusive = small, poorly fitted or top-dose-only effect, or another doubt; inactive = no such curve, though single readings can be large; an effect the other way counts as inactive or inconclusive.

Compound	NPSR antagonist	IMPase Li cell	aGal spleen mod	Epigenetic derep	CBFb-RUNX1 inh	Lamin A splicing	Luc counter
Cc1ccc(NS(=O)(=O)c2ccc3c(c2)c(=O)n(C)c(=O)n3C)cc1F	-16%[46.1 µM]	18%[38.3 µM]	-3%	-0.2%	-5%	?	-3%
CC(C)CN(CC(C)C)S(=O)(=O)c1cc([N+](=O)[O-])ccc1N1CCCCCC1	-28%[46.1 µM]	16%[38.3 µM]	12%	-1.1%	-5%	5%	3%
Cc1oc(-c2cccc(Cl)c2)nc1CN(C)C1CCOC1 (configuration not stated)	16%	6%	6%	-1.1%	2%	.	-1%
O=C(N/N=C/c1ccc(OCc2ccc(F)cc2)cc1)c1ccccc1	-5%	17%	-4%	-0.2%	-19%	.	3%
CNC(=O)/C(=C\c1ccc2c(c1)OCO2)NC(=O)c1ccc(Br)cc1	7%	6%	-16%	-0.9%	8%	-21%	3%
OC(COc1cccc2ccccc12)CN1CCCC1 (configuration not stated)	10%[46.1 µM]	-4%[38.3 µM]	-5%	-0.9%	6%	7%	1%
O=C(NCCc1ccccc1F)C1CCCN1S(=O)(=O)c1ccc2ccccc2c1 (configuration not stated)	-8%[46.1 µM]	36%[activator]	6%	0.0%	13%	?	5%
COc1ccc(-c2ccc(CCC(=O)O)n2NC(=O)c2cccs2)cc1	0%	11%	-4%	0.0%	2%	-2%	4%
N#CCCn1[nH]c(-c2ccccc2)cc1=O	16%	0%	1%	-0.1%	-6%	-6%	-1%
CCN1CCN(c2ncc(C(=O)Nc3cc(Cl)ccc3OC)c3ccccc23)CC1	7%[46.1 µM]	62%[activator][38.3 µM]	-10%	0.0%	8%	?	2%
CC(=O)c1sc(N/N=C2\CC3CC2C(C)C3(C)C)nc1C (configuration not stated)	57%	18%	6%	-4.3%	-22%	31%[46 µM]	3%
COc1ccc(CN(CC(=O)NC2CCCC2)C(=O)c2onc(C(N)=O)c2N)cc1	-2%[46.1 µM]	-2%[38.3 µM]	2%	-1.0%	4%	4%	2%

Next section
Compound	NPSR antagonist	IMPase Li cell	aGal spleen mod	Epigenetic derep	CBFb-RUNX1 inh	Lamin A splicing	Luc counter
CCN1C(=O)c2cccc3c(S(=O)(=O)Nc4ccccc4)ccc1c23	-29%[46.1 µM]	10%[38.3 µM]	1%	0.5%	28%	-9%	-2%
CCCc1ccc(C(C)NC(=O)c2cnccn2)cc1 (configuration not stated)	-13%[46.1 µM]	3%[38.3 µM]	3%	-7.9%	11%	-23%	3%
Cc1nnc(N2C(=O)C(O)=C(C(=O)c3ccco3)C2c2ccc(F)cc2)s1 (configuration not stated)	-1%[46.1 µM]	?	0%	-0.8%	9%	-7%	2%
Cc1cc2c(cc1C)N(CC(=O)N1CCCC1)C(=O)CC(c1ccccc1)=N2	-4%[46.1 µM]	5%[38.3 µM]	4%	0.0%	-3%	9%	-6%
CCc1ccc(OCCCC(=O)NCc2ccco2)cc1	2%	-1%	1%	-1.1%	-10%	.	-3%
COc1ccc(Oc2c(C=O)c3ccccc3n2C)cc1	-18%[46.1 µM]	-1%[38.3 µM]	8%	-1.1%	6%	15%	-2%
CCn1c(SCC(=O)N/N=C/c2c[nH]c3ccccc23)nnc1-c1ccc(Cl)cc1	0%	1%	-12%	1.1%	-16%	-6%	0%
Cc1ccsc1C1C(C#N)=C(N)OC2=C1C(=O)CC(C)(C)C2 (configuration not stated)	-10%	6%	-1%	0.0%	6%	3%[9.22 µM]	0%
O=C(Nc1ccc(N2CCOCC2)c(S(=O)(=O)Nc2cc(Cl)ccc2Cl)c1)c1cccnc1	37%	.	1%	0.9%	-4%	.	.
CC1(C)CC(=O)C(/C=N/c2ncccc2C(=O)O)=C(O)C1	19%[46.1 µM]	0%[38.3 µM]	14%	0.0%	-2%	11%	-4%
CN(c1ccccc1)S(=O)(=O)c1cc(C(=O)c2nccn2C)ccc1Cl	-3%[7.67 µM]	-6%[38.3 µM]	7%	-1.5%	0%	-3%	-5%
O=C(CN(c1ccccc1)S(=O)(=O)c1ccc(F)cc1)N1CCCCCC1	-27%[46.1 µM]	0%[38.3 µM]	-4%	-0.7%	8%	8%	-1%

Further records follow:
Compound	NPSR antagonist	IMPase Li cell	aGal spleen mod	Epigenetic derep	CBFb-RUNX1 inh	Lamin A splicing	Luc counter
CCOc1ccc(N2C(=O)C3=C(C(c4ccc(Cl)cc4)=NCCN3)C2c2cccnc2)cc1 (configuration not stated)	17%	-3%	8%	0.1%	4%	-24%[46 µM]	1%
CS(=O)(=O)N1CCCC(C(=O)NCCc2ccccc2)C1 (configuration not stated)	9%[46.1 µM]	8%[38.3 µM]	6%	-1.0%	-1%	6%	4%
CCCC1CC(CSC(=N)N)OC1=O (configuration not stated)	-1%[46.1 µM]	22%[38.3 µM]	0%	-3.8%	2%	5%	0%
COc1ccc(CCNC(=O)Cn2cnc3ccccc3c2=O)cc1OC	10%	-5%	-4%	0.0%	2%	1%	1%
CCc1c(O)nc(SCC(=O)Nc2ccccc2C)[nH]c1=O	-7%[46.1 µM]	3%[38.3 µM]	6%	0.0%	3%	8%	2%
C=CCOc1cccc(C(=O)N2CCCC(CNS(=O)(=O)c3cccs3)C2)c1 (configuration not stated)	13%	5%	-15%	-7.2%	-4%	3%[46 µM]	-2%
COCCCn1c(=NC(=O)c2ccc3c(c2)OCO3)c(C#N)cc2c(=O)n3cccc(C)c3nc21	-8%[46.1 µM]	12%[38.3 µM]	?	0.8%	5%	?	-2%
O=C(CN1C(=O)c2ccccc2C1=O)Nc1ccccc1F	-10%[46.1 µM]	-3%[38.3 µM]	-9%	-0.3%	2%	7%	7%
COc1ccc(NC(=O)CCC(=O)OC(C(=O)c2ccccc2)c2ccccc2)cc1 (configuration not stated)	-3%[46.1 µM]	.	-1%	-2.6%	-4%	4%	.
COc1ccc(Cc2nc(-c3ccncc3)no2)cc1	4%	7%	-4%	-1.1%	17%	.	2%
COc1ccc(Cl)cc1NC(=S)NCc1ccccn1	-2%	-2%	-7%	-1.0%	-14%	-7%	1%
COc1ccc(N(CC(=O)Nc2c(C)n(C)n(-c3ccccc3)c2=O)S(=O)(=O)c2ccc(F)cc2)cc1	24%	11%	2%	-0.9%	10%	7%	2%

Just Luc counter and aGal spleen mod (five entries from above):
SMILES	Luc counter	aGal spleen mod
COc1ccc(CCNC(=O)Cn2cnc3ccccc3c2=O)cc1OC	1%	-4%
CCc1c(O)nc(SCC(=O)Nc2ccccc2C)[nH]c1=O	2%	6%
C=CCOc1cccc(C(=O)N2CCCC(CNS(=O)(=O)c3cccs3)C2)c1 (configuration not stated)	-2%	-15%
COCCCn1c(=NC(=O)c2ccc3c(c2)OCO3)c(C#N)cc2c(=O)n3cccc(C)c3nc21	-2%	?
O=C(CN1C(=O)c2ccccc2C1=O)Nc1ccccc1F	7%	-9%

(list continues)
Compound	NPSR antagonist	IMPase Li cell	aGal spleen mod	Epigenetic derep	CBFb-RUNX1 inh	Lamin A splicing	Luc counter
COc1ccccc1NC(=O)CN1CCN(CC(=O)Nc2cc(NC(C)=O)ccc2OC)CC1	4%[46.1 µM]	8%[38.3 µM]	1%	0.9%	-4%	5%	1%
COc1cc(C(=O)NNC(=S)NC(=O)c2ccc(Cl)cc2)cc(OC)c1OC	-8%	0%	3%	-2.0%	-6%	?	5%
CCC(C)NC(=O)/C(=C/c1ccco1)c1ccccc1 (configuration not stated)	-15%[46.1 µM]	16%[38.3 µM]	-1%	15%	0%	13%	-4%
CN(C)c1ccc(NC(=O)CSCc2nc3c(nnn3Cc3ccc(F)cc3)c(=O)[nH]2)cc1	?	85%[activator][38.3 µM]	7%	-1.0%	-22%	2%	-5%
CO[C@H]1COC(=O)C/C=C\[C@@H](C)COC(=O)[C@@H](CCSC)NC(=O)C/C=C\[C@@H]1C	.	.	-2%&-2%[17.5 µM]	0.8%&0.0%[10.1 µM]	17%&11%[13.1 µM]	.	.
CCOCc1cc(C2NC(=O)NC(C)=C2C(=O)OCC)ccc1OC (configuration not stated)	-2%[46.1 µM]	28%[38.3 µM]	3%	-1.1%	5%	5%	-1%
CCOc1ccc(C(=O)NCC2CCCO2)cc1OCC (configuration not stated)	1%	-9%	6%	-6.3%	-28%	.	2%
O=C(OCC(=O)N1CCc2ccccc2C1)c1cccs1	1%	-4%	0%	-3.6%	5%	.	-5%
Cc1nc(-c2ccncc2)nc(NCCNc2ncccc2C(F)(F)F)c1Cl	-31%	.	1%	-1.1%	11%	.	.
CCc1ccc2c(c1)C(c1ccc([N+](=O)[O-])cc1)=NNC(c1ccc(C)cc1)=N2	-16%	1%	-1%	6.7%	-18%	-11%	-3%
N/C(Cn1cncn1)=N\NC(=O)C(=O)Nc1cccc(C(F)(F)F)c1	12%	-4%	-12%	2.2%	-9%	8%[46 µM]	0%
O=C(c1cncc(Br)c1)N1CCN(c2ccc([N+](=O)[O-])cc2)CC1	-3%	21%	-3%	0.0%	-8%	?	2%

Two records picked at random from the list so far:
Compound	NPSR antagonist	IMPase Li cell	aGal spleen mod	Epigenetic derep	CBFb-RUNX1 inh	Lamin A splicing	Luc counter
N/C(Cn1cncn1)=N\NC(=O)C(=O)Nc1cccc(C(F)(F)F)c1	12%	-4%	-12%	2.2%	-9%	8%[46 µM]	0%
O=C(OCC(=O)N1CCc2ccccc2C1)c1cccs1	1%	-4%	0%	-3.6%	5%	.	-5%

More structures:
Compound	NPSR antagonist	IMPase Li cell	aGal spleen mod	Epigenetic derep	CBFb-RUNX1 inh	Lamin A splicing	Luc counter
CCN(CC)S(=O)(=O)c1ccc(C(=O)OCC(=O)N2CCN(C(=O)c3ccco3)CC2)cc1	8%[46.1 µM]	9%[38.3 µM]	-12%	0.7%	-2%	6%	-3%
O=C(NCC1CCCO1)c1coc2nc3ccccc3nc12 (configuration not stated)	-3%[46.1 µM]	-5%[38.3 µM]	?	-2.3%	-5%	-28%	-3%
COc1cccc(Nc2ncc3nc(-c4cn(C)c5ccccc45)c(=O)n(C[C@H]4CCCO4)c3n2)c1	.	9%	0%	.	.	?	.
O=C(COC(=O)c1ccccc1C(=O)c1ccc(Cl)c([N+](=O)[O-])c1)NC1CCCCCC1	10µM*	49%[activator][38.3 µM]	-3%	-0.5%	-22%	?	-1%
CC(C)(C)c1ccc(OCCCNC2CCCC2)cc1	-24%	20%	-25%	-1.5%	-6%	-17%[46 µM]	2%

The list is partial. The share of hits here may be higher or lower than overall.
